Ecoli viability: counter-screen for AddAB inhibitors: E. coli growth inhibition; AID 449728; hit rate 0.27% among 330,000; inhibition, % at 11.9 µM; E. coli V3065 growth, OD600 absorbance, 18 h;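 active = inhibition above the campaign's mean inhibition across all tested compounds plus 3 SD, cut at about 9.9% in these data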;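 note: uninfected addAB+ strain grown without phage in ampicillin broth; 0% = DMSO wells and 100% = ciprofloxacin 0.95 µg/ml wells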
SUMO Mot1 rescue: blocks SUMOylation pathway, rescuing yeast Mot1-301 growth. hit rate 1% among 320,000. AID 2716. S. cerevisiae Mot1-301 growth rescue, ATP luminescence, 38.5C; percent above DMSO median, 100 means doubled. growth rescue, % at 18.8 µM;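 active = every valid replicate shows activation above 250% relative to neutral control wells; inactive = the rest, any valid replicate at or below 250%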;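 note: OY570 slx delta 5 strain wells were the positive control but not used for scaling; some compounds called inactive have numbers as strong as hits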
AddAB inh: less growth of phage-infected E. coli with AddAB; E. coli expressing H. pylori AddAB, absorbance growth; inhibition, % at 11.9 µM; hit rate 0.29% among 330,000; AID 435030; in the data active = inhibition above about 12%;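 note: 0% = vehicle wells of infected cells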
Active calls of the source: *; i = inactive.

Start of the listing, in advance:
SMILES	Ecoli viability	SUMO Mot1 rescue	AddAB inh
O=S(=O)(Nc1ncccn1)c1ccc(NC(=S)Nc2cccc(Cl)c2)cc1	2.5	5	6.4
Cc1cc(C)cc(NC(=O)COc2ccc3c(C)c(Cc4ccccc4)c(=O)oc3c2)c1	-2.2	-7	1.3
COc1ccc(-c2noc(-c3cc4ccccc4oc3=O)n2)cc1	-3.2	9	-1.1
CC(C)(C)N1CCC1C(N)=O (centres undefined)	-1.2	-2	-0.2
CCOC(=O)[C@@H]1[C@H]2COc3ccc(Br)cc3[C@H]2N2C(=O)N(c3ccc(Cl)cc3)C(=O)[C@@]12C	5.2	2	1.1
S=c1[nH]nc(-c2ccco2)n1/N=C/c1ccccn1	1.0	2	3.6

All compounds of this part, from the start:
SMILES	Ecoli viability	SUMO Mot1 rescue	AddAB inh
O=S(=O)(Nc1ncccn1)c1ccc(NC(=S)Nc2cccc(Cl)c2)cc1	2.5	5	6.4
Cc1cc(C)cc(NC(=O)COc2ccc3c(C)c(Cc4ccccc4)c(=O)oc3c2)c1	-2.2	-7	1.3
COc1ccc(-c2noc(-c3cc4ccccc4oc3=O)n2)cc1	-3.2	9	-1.1
CC(C)(C)N1CCC1C(N)=O (centres undefined)	-1.2	-2	-0.2
CCOC(=O)[C@@H]1[C@H]2COc3ccc(Br)cc3[C@H]2N2C(=O)N(c3ccc(Cl)cc3)C(=O)[C@@]12C	5.2	2	1.1
S=c1[nH]nc(-c2ccco2)n1/N=C/c1ccccn1	1.0	2	3.6
C#CCOCCOCCOCCNc1nc(N2CCN(C(=O)[C@H](Cc3cc4ccccc4[nH]3)n3cc([C@@H](N)C(C)CC)nn3)CC2)nc(N2CCN(C(=O)[C@H](CCCCN)n3cc([C@@H](N)CO)nn3)CC2)n1 (some centres undefined)	-3.4	-18	1.4
CC(C)=CCC12Oc3cc(O)ccc3C1(O)Oc1cc3c(c(O)c1C2=O)C=CC(C)(C)O3 (centres undefined)	1.2	-29	2.9
Nc1nonc1C(=O)N/N=C/c1ccc(-c2cccc(C(=O)O)c2)o1	-3.2	-15	-1.6
O=C(Nc1ccc2nc(-c3ccco3)c(-c3ccco3)nc2c1)N1CCCCCC1	0.7	-4	1.9
COc1cccc(C2C3=C(N=c4s/c(=C\c5ccc(OCC(=O)O)cc5)c(=O)n42)c2ccccc2CC3)c1 (centres undefined)	-1.4	4	-0.8
Cc1ccc(C2/C(=C(/O)c3cnn(-c4ccccc4)c3C)C(=O)C(=O)N2CCCN2CCOCC2)o1 (centres undefined)	2.7	14	3.9

Seven entries already listed, arranged by heavy-atom count, rising.
SMILES	Ecoli viability	SUMO Mot1 rescue	AddAB inh
CC(C)(C)N1CCC1C(N)=O (centres undefined)	-1.2	-2	-0.2
S=c1[nH]nc(-c2ccco2)n1/N=C/c1ccccn1	1.0	2	3.6
COc1ccc(-c2noc(-c3cc4ccccc4oc3=O)n2)cc1	-3.2	9	-1.1
Nc1nonc1C(=O)N/N=C/c1ccc(-c2cccc(C(=O)O)c2)o1	-3.2	-15	-1.6
O=C(Nc1ccc2nc(-c3ccco3)c(-c3ccco3)nc2c1)N1CCCCCC1	0.7	-4	1.9
CCOC(=O)[C@@H]1[C@H]2COc3ccc(Br)cc3[C@H]2N2C(=O)N(c3ccc(Cl)cc3)C(=O)[C@@]12C	5.2	2	1.1
Cc1ccc(C2/C(=C(/O)c3cnn(-c4ccccc4)c3C)C(=O)C(=O)N2CCCN2CCOCC2)o1 (centres undefined)	2.7	14	3.9

Following part:
SMILES	Ecoli viability	SUMO Mot1 rescue	AddAB inh
CCOc1ccc(-c2ccc(SCC(=O)N3CCN(c4ccccc4)CC3)nn2)cc1	-0.9	0	0.2
COc1ccc(-c2csc(NC(=O)COC(=O)c3ccc(Br)o3)n2)cc1	-1.5	-13	4.9
COc1ccc2c(Cl)c(C(=O)NCC3CCCO3)sc2c1Cl (centres undefined)	-2.3	-14	2.7
O=[N+]([O-])c1ccc(-n2cccc2/C=N/Nc2nc(N3CCCCC3)nc(N3CCCCC3)n2)cc1	1.3	-4	2.1
CCOCCCn1c(=NC(=O)c2ccc(OC)c(OC)c2)c(C#N)cc2c(=O)n3cccc(C)c3nc21	-1.2	-10	-0.2
COC(=O)N[C@H](CC(C)=O)c1ccccc1	-1.7	3	4.5
Cc1nnc(NC(=O)CSc2ccc3nnc(-c4cccnc4)n3n2)s1	-2.6	4	3.3
O=C(Nc1nc2ccccc2c2nc3ccccc3n12)c1ccc(F)cc1	2.1	2	5.0
COc1ccc(C2C=C(c3ccc(Br)cc3)Nc3nc(NS(C)(=O)=O)nn32)cc1 (centres undefined)	0.2	125	0.7
Cc1ccc2oc(=O)c3cc(C(=O)Nc4cc(-c5cccc(F)c5)no4)sc3c2c1	0.2	4	0.3
CCCCOC(=O)NS(=O)(=O)c1sc(CC(C)C)cc1-c1ccc(Cn2c(CC)nc3c(C)cc(C)nc32)cc1	1.3	i	0.0
CC1(N2CCOCC2)CC2(O)C(=[N+]1[O-])CCc1nonc12 (centres undefined)	-0.4	13	3.1
C/C(=N\n1nnnc1Nc1ccccc1)c1ccc(N)cc1	-1.3	3	5.3
Cc1ccc(NC(=O)c2ccccc2OCC(=O)Nc2cccc(Cl)c2C)nc1	-1.2	-11	1.2
COc1ccc(N2C(=O)[C@@H]3[C@H](C2=O)[C@H](C(=O)c2ccc(OC(C)=O)cc2)N2N=CC=C[C@@H]32)cc1	-0.3	537	3.8
COC(=O)CCC(=O)OC1(C)C(=O)C2=CN(Cc3ccco3)C(c3ccc(OC)cc3)=CC2=C(Br)C1=O (centres undefined)	1.9	-22	2.1
COc1ccc2c(c1)c(C(=O)CN1CCN(c3ccccc3)CC1)c(C)n2C	0.3	-7	-1.3
O=C(N/N=C/c1ccc(N2CCCCC2)o1)C(O)(c1ccccc1)c1ccccc1	-0.5	-4	0.2
Cc1ccc(C)n1-c1ccccc1N	0.7	-3	-2.7
CCOC(=O)C(CSCC(=O)c1ccc(Br)cc1)NC(=O)OC(C)(C)C (centres undefined)	1.3	-8	2.2
CN(C)CCN1C(=O)C(O)=C(C(=O)c2cc3ccccc3o2)C1c1ccccn1 (centres undefined)	-1.9	360	-2.5
O=C(Nc1nnc(-c2cccnc2)o1)c1cccc([N+](=O)[O-])c1	-0.8	7	1.0
CCC(=O)c1c(OCc2ccccc2)ccc2c(C)cc(=O)oc12	-1.9	-4	3.3
COc1ccc(-c2noc(-c3ccc(Cl)cc3)n2)cc1	-0.7	9	2.4
CCC1(C)OCC(Cn2c3ccccc3c3ccccc32)O1 (centres undefined)	0.7	62	0.2
CN1CCc2c(C#N)c(N3CCCCC3)nc(N3CCOCC3)c2C1	-1.6	-6	3.6
Cc1noc(/C=C/N(C)C)c1S(=O)(=O)N1CCCC(C(=O)NCc2ccc(F)cc2)C1 (centres undefined)	-2.3	17	-2.3
Cc1cc(NC(=O)CN2CCCCC2C)nc2c1c(=O)oc1ccccc12 (centres undefined)	-0.5	-11	-0.2
Cc1sc2c(c1C)CN(C1CC(C)(C)NC(C)(C)C1)CN2C(=O)c1ccco1	2.5	-20	4.1
O=C1C=C(NCCN2CCOCC2)C(=O)c2cnccc21	-6.6	9	-1.8
CC(C)(C)OC(=O)CNC(=O)c1[nH]cnc1C(=O)N[C@@H](CCCCN)C(=O)OC(C)(C)C	-2.2	-20	1.1
CS(=O)(=O)NCc1ccccc1Br	0.5	33	-0.1
O=C1c2cccc3cccc(c23)C(=O)N1CCN1CCN(C(=S)Nc2ccc(F)cc2)CC1	2.7	79	5.0
COc1cccc(CN2C(=O)C3CCCN3c3ccc(S(=O)(=O)N4CCOCC4)cc32)c1 (centres undefined)	-2.4	6	-0.1
CCOC(=O)c1c(COc2ccccc2)oc2ccc(O)cc12	2.0	13	0.8
CCOC(=O)c1ccc(NC(=S)Nc2ccccc2N)cc1	-1.4	-12	-2.9
CCOC(=O)c1ccc(-n2c(CC)nc3ccccc3c2=O)cc1	1.4	0	1.7
O=C1CSC(=S)N1/N=C/c1ccc(Cl)c([N+](=O)[O-])c1	0.3	8	0.8
CNC(=O)c1c(N)sc2c1CCCCC2	1.6	-13	1.6
NC(CCCCc1ccccc1)c1cccc2ccccc12 (centres undefined)	1.0	-19	2.3
Cc1ccc(CN2C(=O)C3CCCN3c3ccc(C#N)cc32)cc1 (centres undefined)	-0.8	281	-1.8
CC#CCN1c2ccccc2[C@]23C[C@@H](C(=O)OC)N(C(=O)c4ccc(Br)cc4)C2=NC(C(=O)OC)=C(C(=O)OC)[C@H]13	1.9	10	5.5
O=C(COc1ccc2ccccc2c1)Nc1nnc(-c2ccco2)s1	2.1	-5	-1.8
Cc1ccc(OCCOCCn2cnc3ccccc3c2=O)cc1C	1.0	-5	-2.0
Oc1ccc(C=Nc2ccc3ncccc3c2)c(O)c1	-0.4	-12	1.8
C/C(CCN1CCc2nc(-c3ccccc3)c(-c3ccccc3)cc2C1)=N\O[C@@H](C)c1cn([C@H](CO)Cc2ccccc2)nn1	-4.0	18	0.6
C=CCN1/C(=C2/SC(=S)N(C)C2=O)Sc2ccccc21	-1.8	-9	3.7
COc1ccc(OC)c(CCNC(=O)Cn2sc3nc(C)cc(C)c3c2=O)c1	2.1	-16	-0.3
O=C(NCc1ccccn1)c1ccc2nc(-c3ccco3)c(-c3ccco3)nc2c1	0.5	-29	0.7
COC(=O)[C@@]12OC[C@]34[C@H]([C@@H](O)[C@@H]1O)[C@@]1(C)C(=O)C(O[C@@H]5OC(CO)[C@@H](O)[C@@H](O)[C@@H]5O)=C[C@@H](C)[C@@H]1C[C@H]3OC(=O)[C@H](OC(=O)/C=C(\C)C(C)(C)OC(C)=O)[C@@H]24 (some centres undefined)	0.2	-14	0.2
CCn1c(=O)c(C(=O)Nc2ccsc2C(=O)OC)c(O)c2ccccc21	-0.4	783*	-0.3
CC1=C(C#N)C(=O)N(C2CCS(=O)(=O)C2)C(=O)/C1=C\c1ccc(C)o1 (centres undefined)	-2.4	-8	-0.6
CC1=NN(C(N)=S)C(=O)C1N=Nc1cccc2ccccc12 (centres undefined)	14*	-23	6.8
COc1cccc(C2C3=C(N=c4s/c(=C\c5ccccc5O)c(=O)n42)c2ccccc2CC3)c1OC (centres undefined)	-0.4	3	-1.7
Cc1csc(NC(=O)c2sc3nc(-c4cccs4)ccc3c2N)n1	-1.4	-18	1.4
C[C@H](NC(CCc1ccccc1)C(=O)O)C(=O)N1CCC[C@H]1C(=O)O (some centres undefined)	1.1	-7	0.8
C=C(C(=O)Oc1ccccc1C(C)(C)C)c1ccccc1	-1.3	104	0.0
CCOC(=O)CC(NC(=O)Cn1nnc(-c2ccccc2C)n1)c1ccc(OC)cc1 (centres undefined)	-1.1	16	1.2
Cc1c(C(=O)O)c(C(=O)O)nc2ccc(N3CCOCC3)cc12	1.0	8	-0.3
O=S(=O)(c1ccc(S(=O)(=O)N2CCCC2)cc1)N1CCCCC1	-2.1	683*	5.3

(listing goes on)
SMILES	Ecoli viability	SUMO Mot1 rescue	AddAB inh
Cc1ccc(S(=O)(=O)/N=C2/C=C(Sc3ncn[nH]3)C(=O)c3ccccc32)c(C)c1	5.1	-5	8.3
C=CCC(NCc1ccco1)c1ccc(OC)cc1OC (centres undefined)	-1.8	-1	3.0
O=C(CN1C(=O)/C(=C\c2cccc(Cl)c2)Oc2ccccc21)N1CCN(c2ccccn2)CC1	0.8	11	3.6
CCc1nc2sc3c(=O)n(N)cnc3c2c2c1COC(C)(C)C2	-1.6	-2	1.6
COc1cc(/C=C/C2=NC(=O)C(C)(C)O2)ccc1O	2.1	-6	1.6
CC(C)(C)OC(=O)NCCCC1=CC2=CC(=O)C(C)(OC(=O)c3ccc(Cl)nc3)C(=O)C2=CO1 (centres undefined)	-0.9	5	3.6
CC1=C(C#N)c2nc(N)c(C#N)c(C)c2/C1=C\c1ccc(C)cc1	2.9	39	0.9
Cc1ccccc1Cn1c(CN2CCN(c3ccc(F)cc3)CC2)nc2c1c(=O)n(C)c(=O)n2C	-1.3	25	-2.5
COc1ccc(C2NC3=C(CCCC3)C(C#N)(C#N)C2(C#N)C#N)cc1 (centres undefined)	-2.2	-3	-0.9
CCOC(=O)N1CCN(C(=O)c2cn(CC)c3cc(N4CCN(C)CC4)c(F)cc3c2=O)CC1	100*	-10	101*
Cc1ccc(-c2nnc(SCC(=O)n3c4c(c5ccccc53)CCCC4)o2)cc1	-0.6	3	3.8
COc1ccc(N=c2oc3ccccc3cc2C(=O)Nc2ccccn2)cc1OC	1.6	-9	1.1
O=C(NCCC1=CCCCC1)c1ccc(Cl)cc1	0.8	8	4.1
O=C(NCCNc1ccc2ccccc2c1)c1cccn2c(=O)c3sccc3nc12	3.0	-9	0.1
CC(=O)CCCCn1cnc2c1c(=O)n(C)c(=O)n2C	0.6	18	-0.8
COc1ccc2nc(Nc3nc(CSc4nnc(C)s4)cc(=O)[nH]3)nc(C)c2c1	-0.4	-13	-0.2
O=C(Nc1ccccc1-c1nc2ccccc2[nH]1)c1sc2ccccc2c1Cl	1.8	-4	1.1
COC/C=C/C1=CC2=CC(=O)C(C)(OC(=O)c3cnc4ccccc4n3)C(=O)C2=CN1C1CCCCC1 (centres undefined)	-1.2	3	3.2
CS(=O)(=O)/C(C#N)=C\c1cnc(S(=O)(=O)c2ccccc2)s1	1.3	-15	-0.6
CC(C(=O)Oc1ccc2c(c1)OCO2)N1C(=O)c2ccccc2C1=O (centres undefined)	-2.9	1	4.1
O=S(=O)(NCc1cccs1)c1ccc(Br)s1	-0.1	24	-0.6
O=C(NCc1ccco1)c1cc2c(s1)CSC2	-1.6	-6	2.6
COc1ccc(OC)c(N2C(N)=C(C#N)C(c3ccc(OC)c(O)c3)C3=C2CC(C)(C)CC3=O)c1 (centres undefined)	-0.3	8	1.1

Assay outcomes (PubChem)

This is a subset; count on the stated rates, not on these rows.
